# Lipid storage S3: qHTS Assay for Lipid Storage Modulators in Drosophila S3 Cells | Drosophila S3 cells, BODIPY lipid droplet fluorescence, 18-24 h; cells fed with added oleic acid | Potency in µM for hits, for the others lipid storage change, negative = inhibition, % at the top dose, mostly 46.1 µM | 320,000 tested, 0.64% active | AID 2685, 2010; active = well fitted inhibition curve with a large enough effect in the signal ratio, with a control signal flat, not every such curve was filed as active; inconclusive = small, poorly fitted or top-dose-only effect, or effect the other way, or a change in a side signal; the % refers to the signal ratio
#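 Drosophila S3 cells loaded with oleic acid (400 uM, as added) and compounds at several concentrations; lipid droplets imaged by 488-nm laser-scanning cytometry, 500–530 nm intensity and object ratio to cell channel. Percent activity normalized to 20 uM Triacsin C.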
# Lipid storage S3 cell count max: further read-out of Lipid storage S3, marked with its call; cell number change, %; measured here: cell count max response;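 cells counted by Cell Tracker Red CMTPX staining in the red channel; peak over a dose series mostly up to 46.1 µM; percent activity relative to internal control wells on each plate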
# * marks the source's active call; other numbers are inactive results; i = inactive; ? = inconclusive; · = no result given; [ ] = dose if it differs, or a comment. % is set by controls: 0 for no effect and ±100 for the full control effect; potency is the fitted concentration of half-maximal effect. Some of the compounds tested; rates above refer to the full screens.
# A first look, 6 compounds:
SMILES,Lipid storage S3,Lipid storage S3 cell count max
O=C(Oc1ccc2c(=O)c(Oc3ccc4ccccc4c3)coc2c1)c1ccco1,?,·
Cc1nn(-c2ccccc2)c(-n2cccc2)c1C(=O)O,-0.2%,2.6
COc1ccc2nc(Nc3nc(-c4ccncc4)cs3)sc2c1,9.2%,·
CSc1ncccc1C(=O)N1CCN(S(=O)(=O)c2ccc3ccccc3c2)CC1,-11.4%,10.2
Cn1c(O)c(N=NC(=O)Cn2c(C(F)(F)F)nc3ccccc32)c2ccccc21,?,·
CCCCSc1nnc(-c2ccccc2NC(C)=O)c(=O)[nH]1,?,·

# Results, from the first entry:
SMILES,Lipid storage S3,Lipid storage S3 cell count max
O=C(Oc1ccc2c(=O)c(Oc3ccc4ccccc4c3)coc2c1)c1ccco1,?,·
Cc1nn(-c2ccccc2)c(-n2cccc2)c1C(=O)O,-0.2%,2.6
COc1ccc2nc(Nc3nc(-c4ccncc4)cs3)sc2c1,9.2%,·
CSc1ncccc1C(=O)N1CCN(S(=O)(=O)c2ccc3ccccc3c2)CC1,-11.4%,10.2
Cn1c(O)c(N=NC(=O)Cn2c(C(F)(F)F)nc3ccccc32)c2ccccc21,?,·
CCCCSc1nnc(-c2ccccc2NC(C)=O)c(=O)[nH]1,?,·
Cc1cccc(NC(=O)CSc2nnc(-c3ccccc3C)o2)c1,-1.1%,-23.8
COC(=O)[C@@]1(Cc2ccc(OC)cc2)[C@H]2c3cc(C(=O)N4CCCC4)n(CCSCCO)c3C[C@H]2CN1C(=O)c1ccccc1,2.2%,0.6
COc1cc(/C=C2\SC(=Nc3ccc(O)cc3)NC2=O)cc(OC)c1OC,?,·
CC1Sc2ccc(C(=O)N3CCCC(C(F)(F)F)C3)cc2NC1=O (stereo unspecified),?,·
CSC(=NNC(=O)c1ccc(O)cc1)SC,?,·
CSc1ccc(-c2nc(CN(C)C3CCOC3)c(C)o2)cc1 (stereo unspecified),-3.2%,-11.6
COc1ccc(N2CCN(C(=N)/C(C(C)=O)=C(\C)O)CC2)cc1,-15.2%,-23.4
C[C@H]1[C@H]2c3nc4ccccc4n3C[C@H]1ON2C1CCCCC1,?,·
CCN1C(=O)C(C)S/C1=N\S(=O)(=O)c1ccc(Cl)s1 (stereo unspecified),i,11.9

# Copied from the list:
# Entry for CSc1ncccc1C(=O)N1CCN(S(=O)(=O)c2ccc3ccccc3c2)CC1 under Lipid storage S3 cell count max: 10.2
# Entry for COC(=O)[C@@]1(Cc2ccc(OC)cc2)[C@H]2c3cc(C(=O)N4CCCC4)n(CCSCCO)c3C[C@H]2CN1C(=O)c1ccccc1 under Lipid storage S3 cell count max: 0.6

# Later entries:
SMILES,Lipid storage S3,Lipid storage S3 cell count max
CC(C)NC(=O)C1(c2ccccc2)CCOCC1,7.1%,6.3
CCc1ccc(OS(=O)(=O)c2cn(C)c(=O)n(C)c2=O)cc1,?,·
CC(=O)C1=NN(c2ccc(Cl)cc2)C(c2ccc3c(c2)OCO3)N(C(C)=O)N1C (stereo unspecified),10.1%,4.7
COc1ccccc1N1CCN(C(=O)c2cc(C(C)(C)C)oc2C)CC1,0.7%,-6.2
Cc1sc(NC(=O)CN2CCOCC2)c(C(=O)c2ccccc2)c1C,-7.3%,4.6
CCOC(=O)C1CCCN(C2CC(=O)N(c3ccc(C)c(C)c3)C2=O)C1 (stereo unspecified),?,·
Cc1ccc(-c2nnc(COC(=O)c3cccs3)o2)cc1,?,·
CCOC(=O)C1=C(C)NC(=O)NC1c1ccc(OC(C)C(=O)O)c(OC)c1 (stereo unspecified),-12.9%,0.4
NC(N)=N/N=C/c1ccccc1Cl,-2.8%,-3.8
C[C@@H](C(=O)Nc1ccc2c(c1)OCO2)n1c(=O)[nH]c2ccccc2c1=O,i,0.9
C/C(CC(=O)Nc1c(C)cc(C)cc1C)=N\NC(=O)c1cnccn1,?,·
O=[N+]([O-])c1cc(Oc2cccnc2)cc([N+](=O)[O-])c1,-6.1%,-6.5
CC(C)OCCCNC(=S)N1CCC(C(=O)c2ccc3c(c2)OCCO3)CC1,7.6%,6.0
CCOc1cc(C2Nc3ccccc3C(=O)N2c2ccccc2OC)ccc1O (stereo unspecified),?,·
COc1cc(N=Nc2c(C)n(C)n(-c3ccccc3)c2=O)ccc1N,-6.5%,17.7
CCc1ccc(CN(C)C(=O)c2cc(COc3ccc(OC)cc3Cl)on2)nc1,?,·
COc1cccc(CN(C)C(=O)Cc2ccc(OC)c(S(=O)(=O)N3CCOCC3)c2)c1,?,·
COc1ccc(C(=O)CSc2nc3ccccc3n2CC(=O)NC(C)(C)C)cc1,?,·
CC1=C(C(N)=O)C(c2ccc(Cl)cc2)NC(=O)N1 (stereo unspecified),7.1%,-15.1
CCn1cc(CNC(=O)C2CCC(=O)N(Cc3ccc(Cl)cc3)C2)cn1 (stereo unspecified),?,·
Cc1ccc(NC(=O)C2CCCCC2C(=O)O)cc1Cl (stereo unspecified),-3.1%,2.7
Cc1cc(OCC(=O)Nc2nnc(C3CC3)s2)ccc1C(C)C,-0.7%,-16.8
COCCCNC(=O)c1ccc(Cn2c(=O)[nH]c3ccccc3c2=O)cc1,4.5%,5.9
c1coc(CNc2nc(N3CCCCC3)nc3ccccc23)c1,i,·
Cc1cccc(NC(=O)Cn2nnc3sc4c(c3c2=O)CC(C)(C)OC4)c1,?,·
O=C(CCCCCNC(=O)c1ccccc1)N=Nc1c(O)[nH]c2c(Br)cc(Br)cc12,?,·
O=C(NCC(c1ccco1)N1CCN(c2ccccc2)CC1)C(=O)NC1CCCC1 (stereo unspecified),i[0.0737 µM],-10.4
CC(=C\c1ccccc1)/C=C1/SC(=S)N(CCC(=O)Nc2ccccn2)C1=O,-5.3%,-5.2
COc1cc(NC(=S)N2CCN(S(=O)(=O)c3ccc(C)cc3)CC2)cc(OC)c1,?,·
CCc1nn(CCCC(=O)NCc2cc(Br)ccc2OC)c(=O)c2cc3occc3n12,?,·
CCCCN(C)C(=O)c1cc2c(Cl)nc3ccccc3c2s1,?,·
CCOC(=O)C1(Cc2ccc(O)cc2)NC(c2ccccc2F)C2C(=O)N(C)C(=O)C21 (stereo unspecified),21.3%,-3.6
COc1ccc(-c2cc(C(=O)N3CCN(C(=O)c4ccccc4F)CC3)[nH]n2)cc1,?,·
CS(=O)(=O)N1CCN(Cc2ccc([N+](=O)[O-])cc2)CC1,-6.6%,17.4
O=C(NCC(c1ccco1)N1CCCC1)c1ccc(S(=O)(=O)Nc2ccc(F)cc2)cc1 (stereo unspecified),23.9%,-15.4
Cc1cc(=O)[nH]c(NN)n1,-6.3%,-3.6
CCOC(=O)C1=C(O)C(=O)N(Cc2ccccc2)CC1,?,·
Cc1ccc(NC(=O)CSc2nccc(=O)[nH]2)c(S(=O)(=O)N2CCOCC2)c1,7.7%,9.7
CCOc1nc(NCCC2=CCCCC2)nc(N2CCOCC2)n1,i,·
CCc1cc(C(=O)NC2CCCc3c2cnn3-c2cccc(C)c2C)n(C)n1 (stereo unspecified),?,·
CCCCN1C(=O)C(=O)N(CC(=O)c2ccc3c(c2)CCCC3)C1=O,?,·
O=C(O)c1cccnc1SCc1ccc([N+](=O)[O-])cc1,-26.8%,18.9
COc1ccc(OC)c(C2C3=C(N=C4SCC(=O)N42)c2ccccc2CC3)c1 (stereo unspecified),-2.1%,·
CN(C(=O)COC(=O)CSc1cc(Cl)ccc1Cl)c1c(N)n(Cc2ccccc2)c(=O)[nH]c1=O,?,·
Nc1nc(-c2ccccc2)cn1/N=C/c1ccccc1,18.1%,9.6
COc1ccc(CC(=O)O/N=C(\N)Cc2ccc(OC)c(OC)c2)cc1,-5.8%,-14.7
COc1ccccc1Oc1ccc(N/C=C/C(=O)c2ccco2)cc1,i,·
COc1ccc(S(=O)(=O)N(C)CC(=O)Nc2ccc(C(F)(F)F)cc2)cc1Cl,?,·
O=C(N/N=C/c1c[nH]c2ccccc12)c1cc(-c2ccc3ccccc3c2)n[nH]1,-4.3%,·
CC1(C)CC(=O)C2=C(C1)NCN(Cc1ccc3c(c1)OCO3)C2,?,·
Cc1sc2ncnc(NCc3ccco3)c2c1C,?,·
CCOc1ccc(NC(=O)CSc2nnnn2C2CC2)cc1S(=O)(=O)N1CCCC1,?,·
CN(C)C(CNC(=O)c1ccc2c(=O)n(-c3ccccc3F)c(=S)[nH]c2c1)Cc1ccccc1 (stereo unspecified),?,·
CC(C)CC(=O)c1c[nH]c(C(=O)NCCCN2CCOCC2)c1,9.7%,20.3
COc1ccc(S(=O)(=O)Nc2nnc(C(C)(C)C)s2)cc1,-12.0%,0.1
COc1cc(OC)cc(C(=O)NCC(=O)OCc2ccc(Cl)c(Cl)c2)c1,?,·
Cc1ccc(OC(=O)CCC(=O)Nc2ccc(Br)cc2)cc1,2.7%,-0.7
C/C(=N\Nc1ccccc1)c1cccc(N)c1,?,·
CCOC(=O)C1(CC2CCCCO2)CCN(Cc2nccn2-c2ccc(OC)cc2)CC1 (stereo unspecified),0.5%,1.6
O=C(O)c1cc2cc(Cl)ccc2oc1=O,-7.3%,1.7
# The list continues.
SMILES,Lipid storage S3,Lipid storage S3 cell count max
Cc1nn(CCO)c2nc(-c3cccs3)cc(C(F)(F)F)c12,26.9%,·
COc1ccc(CNC(=O)CCc2nnc3ccc(N4CCC5(CC4)OCCO5)nn23)cc1,?,·
O=[N+]([O-])c1ccc(OCCCOc2cccc3cccnc23)cc1,5.6%,25.9
CC(=O)c1ccccc1NC(=O)C1CC(=O)N(c2ccc3c(c2)OCCO3)C1 (stereo unspecified),?,·
CC(C)n1c(=NC(=O)c2ccco2)c(C#N)cc2c(=O)n3ccccc3cc21,-1.0%,-6.3
CCOC(=O)n1c(=O)n(Cc2ccccc2Cl)c2ccccc21,-12.3%,-2.6
COc1ccccc1C(O)(C(=O)NNc1cccc(C)c1)c1ccccc1OC,6.6%,-2.1
COC(=O)N/N=C(/c1ccccc1)C1CCCCC1,18.1%,·
C=CCn1c(SCC(=O)NC(=O)NCc2ccco2)nc2sc(CC)cc2c1=O,?,·
COc1cccc(CN2CCNC(=O)C2CC(=O)NCCn2cccn2)c1OC (stereo unspecified),-21.2%,0.7
COc1ccccc1C1CCN(Cc2ccc(C)cc2)CC1,9.5%,0.7
COc1ccc(N2CCN(C(=O)CCC(=O)N3CC(C)Oc4ccccc43)CC2)cc1 (stereo unspecified),2.0%,-4.3
CCNc1nc(C(=O)O)nc(N2CCOCC2)n1,?,·
Cc1nn(C2CCS(=O)(=O)C2)c(Cl)c1/C=C/C(=O)OCC(=O)c1cc(C)n(-c2ccc(F)cc2)c1C (stereo unspecified),?,·
Cc1ccnc(NC(=O)c2ccc(S(=O)(=O)N3CCCCC3)cc2)c1,i,-4.5
CCOC(=O)c1cnc2c(N=Nc3cccc(Cl)c3)c(N)nn2c1N,-1.4%,-1.4
Cc1ccccc1C(=O)Nc1ccc2c(c1)C(=O)NC2=O,i,7.8
COc1ccc(Cl)cc1NC(=O)CN1CCCCCC1,?,·
COc1ccc(C(=O)NC2CCN(C(=S)NCCc3ccccc3)CC2)cc1,-4.7%,-6.2
O=C(NCc1ccc(F)cc1)C1CCCN1C(=O)Nc1ccccc1 (stereo unspecified),?,·
CCCOc1ccc(-c2nc(N3CCN(C)CC3)c3ccccc3n2)cc1,?,·
Cc1nc(SCc2ccc([N+](=O)[O-])cc2)nc2ccccc12,i,5.3
Cc1cc(OCCn2ccnc2)cc(C(C)C)c1,29.7%,·
Cc1[nH]ccc(=O)c1Cc1c(Cl)cccc1Cl,3.4%,-0.1
O=C(CCC(=O)NNC(=O)c1ccc(Cl)cc1Cl)NCc1ccccc1,?,·
Cc1cc(Br)ccc1NC(=O)CN(C)Cc1cccs1,i,-11.4
CCOC(=O)c1cc(C(=O)Nc2ccc(S(=O)(=O)Nc3ccc(OC)cc3)cc2)nn1C,?,·
CCOc1ccc(/C=N/NC(=O)Cc2ccccc2)cc1CN1CC2CC(C1)c1cccc(=O)n1C2 (stereo unspecified),6.7%,·
CC(C)OCCCNC(=O)C1CCC(CNS(=O)(=O)c2cccc3nsnc23)CC1 (stereo unspecified),-16.5%,-2.4
Cc1ccc(C(=O)O)cc1N1C(=O)c2cccc3c([N+](=O)[O-])ccc(c23)C1=O,?,·
Cc1cccc(N2C(=O)c3cccnc3C2=O)c1,-14.1%,-13.0
CC1Cc2nc(SCC(=O)N3CCCc4ccccc43)n(C)c(=O)c2S1 (stereo unspecified),-16.2%,0.3
Cc1cn2c(=O)c(C(=O)N3CCN(c4ccccc4Cl)CC3)cnc2s1,4.9%,-2.3
Cc1ccc(SC(=O)c2c([N+](=O)[O-])c(C)nn2C)cc1,?,·
Cc1noc(NS(=O)(=O)c2ccc(N/C=C/C(=O)c3ccncc3)cc2)c1C,i,·
COCCCNC(NC(=O)c1ccc(Br)cc1)C(Cl)(Cl)Cl (stereo unspecified),3.5%,-4.8
Cc1ccc(N2CCC(N3CCN(C)C(CCO)C3)CC2)cc1 (stereo unspecified),-9.1%,-9.2
CC(C)Cc1nnc(NC(=O)CCC(=O)NCCc2ccccc2)s1,?,·
COc1ccc(C(=O)Cn2nnc(-c3ccccc3F)n2)cc1,23.7%,-5.3
Cc1cnc(NC(=O)CSc2nnc(CNc3ccc(F)cc3)n2CC2CCCO2)s1 (stereo unspecified),6.4%,-2.4
CCOc1cc(N2CCOCC2)c(OCC)cc1NC(=O)CN1C(=O)NC(CC(C)C)C1=O (stereo unspecified),?,·
COc1ccc(CNC(=O)CN2C(=O)NC3(CCCc4sccc43)C2=O)cc1 (stereo unspecified),?,·
Cc1csc(NC(=O)C2=NN(c3ccccc3)C(=O)CC2)n1,5.1%,11.0
Cc1ccc(C)c(OCCCN2CCCC2)c1,?,·

# Source: PubChem BioAssay (National Center for Advancing Translational Sciences (NCATS))
